# Screens (PubChem)
# RNase H inhibition – RNase H inhibition, HIV 1 Gag Pol polyprotein, FRET biochemical assay, screening (AID 372); HIV-1 RT RNase H, FRET RNA/DNA substrate fluorescence; higher % means a stronger effect; inhibition, % at 10 µM; hits with a dose series show IC50 in µM; 100,000 compounds, 0.77% hits; in the data active = inhibition above about 50%
# Starred values were filed as active, the others as inactive. These rows are one share of the data, so the mix of outcomes need not match the whole.
no.	mol	RNase H inhibition
1	COC(=O)C1=C(C)N=C2SCCC(=O)N2C1c1ccc(C(C)(C)C)cc1 (stereo not drawn)	0.0%
2	C=CCc1ccc(OCCOCCOc2ccc(C)cc2C)c(OC)c1	20.0%
3	CCOC(=O)C1=C(C)N=c2s/c(=C\c3ccc(OCc4ccccc4Cl)c(OCC)c3)c(=O)n2C1c1ccc(OC)c(OC)c1 (stereo not drawn)	0.0%
4	Cc1cccc(CC2S/C(=N/c3ccccn3)NC2=O)c1 (stereo not drawn)	0.0%
5	COc1ccccc1OCCCN1CCOCC1	6.0%
6	COc1cc(OC)c(CNC23CC4CC(CC(C4)C2)C3)cc1Br	4.0%
7	C=CCOc1cccc(/C=N/NC(=O)CN(Cc2ccccc2)S(=O)(=O)c2ccccc2)c1	17.0%
8	O=C(Nc1ccc(S(=O)(=O)N2CCCC2)cc1)c1ccc(Br)o1	4.0%
9	C=CCn1c(-c2ccc(Cl)cc2Cl)n[nH]c1=S	8.0%
10	COc1ccc(-c2ccc(/C=C(\C#N)C(=O)Nc3cc(Cl)ccc3OC)o2)c([N+](=O)[O-])c1	39.0%
11	COc1ccc(C=Nc2ccc(Br)cc2)c2ccccc12	37.0%
12	O=C(N/C(=C\c1ccc(-c2ccc(Cl)cc2)o1)C(=O)N1CCOCC1)c1ccccc1	11.0%
13	Cc1ccc(C(=O)CCNc2ccc(C)c(Cl)c2)o1	4.0%
14	C1=NC(c2ccccc2)C(c2ccccc2)=NN1 (stereo not drawn)	7.0%
15	CC(=O)NCCOc1ccc2oc3ccccc3c2c1	4.0%
16	Oc1ccc(C=Nc2ccc3ccccc3c2)cc1O	32.0%
17	CCOC(=O)c1cc([N+](=O)[O-])ccc1OS(=O)(=O)c1ccc(C)cc1	14.0%
18	CCOC(=O)C1=C(C)N=c2s/c(=C\c3ccc(F)cc3)c(=O)n2C1c1ccc(SC)cc1 (stereo not drawn)	3.0%
19	COc1ccc(C2=NN(c3ccccc3Cl)C(c3ccc(F)cc3)C2)cc1 (stereo not drawn)	4.0%
20	NNc1nc(Nc2ccccc2)nc(N2CCCC2)n1	5.0%
21	COc1ccc(NC(=O)Cc2ccc(Cl)cc2)cc1OC	2.0%
22	CC(C)CC(=O)N1CCN(Cc2cccc(F)c2)CC1	0.0%
23	O=C(/C=C/c1cccc([N+](=O)[O-])c1)Nc1cccc(-c2nc3ccccc3s2)c1	10.0%
24	Cc1ccc(C(=O)O)cc1N1C(=O)c2ccc(S(=O)(=O)c3ccc(C(=O)O)cc3)cc2C1=O	0.0%
25	COc1ccc(Cc2nnc(NC(=O)c3cccc(F)c3)s2)cc1OC	4.0%
26	COc1ccccc1NC(NC(=O)c1ccco1)C(=O)c1ccccc1 (stereo not drawn)	16.0%
27	CC(C)COc1ccc(C(=O)Nc2ccc(Cl)cc2Cl)cc1	0.0%
28	CCOC(=O)c1ccc(NC(=O)CN(c2cccc(Cl)c2)S(=O)(=O)c2ccccc2)cc1	0.0%
29	Cc1cc(C)c(N2C(=O)NC(=O)/C(=C\c3cccn3C)C2=O)c(C)c1	8.0%
30	COc1cc(C2(c3ccc(O)c(OC)c3)C(=O)Nc3ccccc32)ccc1O	19.0%

# Part of the list above, reformatted.
3: CCOC(=O)C1=C(C)N=c2s/c(=C\c3ccc(OCc4ccccc4Cl)c(OCC)c3)c(=O)n2C1c1ccc(OC)c(OC)c1 (stereo not drawn)
- RNase H inhibition: 0.0%

4: Cc1cccc(CC2S/C(=N/c3ccccn3)NC2=O)c1 (stereo not drawn)
- RNase H inhibition: 0.0%

5: COc1ccccc1OCCCN1CCOCC1
- RNase H inhibition: 6.0%

6: COc1cc(OC)c(CNC23CC4CC(CC(C4)C2)C3)cc1Br
- RNase H inhibition: 4.0%

# Following part:
no.	mol	RNase H inhibition
31	Cc1ccc([N+](=O)[O-])cc1N=Cc1ccc(Br)cc1	22.0%
32	Cc1ccc(N2C(=O)/C(=C/c3ccc(Br)cc3)C(=O)NC2=S)cc1	12.0%
33	CCOc1cc(C=O)ccc1OCc1c(F)cccc1Cl	30.0%
34	Cc1ccc(NC(=O)C(=O)NCc2ccc(Cl)cc2)cc1	6.0%
35	CCOC(=O)C(Cc1cccc(C)c1)SC#N (stereo not drawn)	0.0%
36	COc1cc(C(C)=O)ccc1OCC(=O)O	0.0%
37	O=C(Nc1ccc2oc(-c3ccccc3F)nc2c1)c1cc2ccccc2o1	1.0%
38	O=C(CSc1nc2ccccc2s1)NNC(=S)Nc1ccc(Cl)cc1	65.0%*
39	Cc1nc2sc(C(=O)c3ccc(F)cc3)c(N)c2c(C)c1C	0.0%
40	CCOc1ccc2nc(SCC(=O)Nc3ccc(C)cc3)sc2c1	7.0%
41	COc1ccc(C2=NN(c3nc(-c4ccccc4)c4cc(Cl)ccc4n3)C(c3ccccc3)C2)cc1 (stereo not drawn)	3.0%
42	O=C(CSc1nc2ccc(N3C(=O)c4ccccc4C3=O)cc2s1)Nc1ccccc1[N+](=O)[O-]	17.0%
43	COC(=O)CN1C(=O)/C(=C\c2cccc(OC)c2)SC1=S	13.0%
44	O=C(CN1C(=O)c2cccc([N+](=O)[O-])c2C1=O)N1CCc2ccccc2C1	2.0%
45	COc1cccc2c1CC/C(=C\c1ccc(N(C)C)cc1)C2=O	22.0%
46	Cc1cc(/C=C(/C#N)C(=O)Nc2ccc(Cl)cc2)c(C)n1-c1cccc([N+](=O)[O-])c1	10.0%
47	CCOC(=O)Cc1csc(N/N=C\c2c(Cl)ccc(Cl)c2Cl)n1	20.0%
48	Cc1ccc(-n2nc3ccc(NC(=O)C(C)C)cc3n2)cc1Cl	20.0%
49	CN(Cc1ccccc1)C(=O)c1nn2c(C(F)(F)F)cc(-c3ccccc3)nc2c1Cl	25.0%
50	Cc1ccc(S(=O)(=O)Nc2ccc(Br)cc2C(=O)c2ccccc2)cc1	10.0%
51	Cc1ccccc1N1C(=O)/C(=C\c2ccc(F)cc2)SC1=S	0.0%
52	O=c1oc(-c2ccccc2Br)nc2ccccc12	0.0%
53	Oc1cccc(-n2c(O)c(/C=C3\C=Nc4ccccc43)sc2=S)c1	25.0%
54	Cc1ccc(C(=O)NC(=S)Nc2ccc3oc(-c4ccc(Cl)c(Cl)c4)nc3c2)cc1	3.0%
55	COc1ccc(-c2c(C#N)c(N)nc3c2CCC3)cc1	15.0%
56	C=C(C)CN(CC)Cc1ccc(OC)c(OC)c1	22.0%
57	Cc1ccc(C)n1-c1cccc(C(=O)NC(C)c2ccccc2)c1 (stereo not drawn)	10.0%
58	Cc1ccc(S(=O)(=O)CCc2nc3ccccc3o2)cc1C	0.0%
59	O=C1C2C3c4ccccc4C(c4ccccc43)C2C(=O)N1c1ccc(-c2ccccc2)cc1 (stereo not drawn)	10.0%
60	NC(=O)c1c(NC(=O)CN2C(=O)c3ccccc3C2=O)sc2c1CCC2	11.0%
61	COc1cc(/C=N/Nc2nc(C)cc(C)n2)ccc1O	12.0%
62	O=C(CSc1ccccc1)Nc1ccc(I)cc1	19.0%
63	O=C(Nc1ccc(Sc2ccc([N+](=O)[O-])cc2)cc1)c1cccs1	9.0%
64	CC(C)(C)c1ccc(OCCCCN2CCOCC2)cc1	10.0%
65	OC(CN=Cc1ccccc1)c1ccccc1 (stereo not drawn)	0.0%
66	Cc1cc(F)ccc1NCc1cccnc1	2.0%
67	O=C(/C=C/c1ccc(Cl)cc1)NC(=S)Nc1cccc(NC(=O)c2ccccc2Cl)c1	18.0%
68	Nc1ccccc1C(=O)N=Nc1c(O)[nH]c2ccccc12	3.0%
69	COc1cc(/C=C2/SC(=S)N(C)C2=O)cc([N+](=O)[O-])c1O	24.0%
70	Brc1ccc(OCCCCCN2CCCCC2)cc1	0.0%
71	O=C(Nc1cccc(Cl)c1)c1cnccn1	6.0%
72	O=C(Cc1cccc2ccccc12)N/N=C/c1ccc([N+](=O)[O-])s1	5.0%
73	O=C(CCC(=O)OCC(=O)c1ccccc1)Nc1cccc(C(=O)OCC(=O)c2ccccc2)c1	12.0%
74	CC(=O)Nc1ccc(-c2nc(-c3ccc4c(c3)C(=O)c3cc([N+](=O)[O-])ccc3-4)c(-c3ccccc3)[nH]2)cc1	23.0%
75	CCOC(=O)C(CC)Oc1ccc2c(C)c(CC)c(=O)oc2c1C (stereo not drawn)	13.0%
76	Cc1ccc(C=C2C(=O)NC(=S)N(c3ccccc3Cl)C2=O)o1	8µM*
77	O=C(Nc1ccc(F)cc1)c1ccc(N2C(=O)c3ccccc3C2=O)cc1	22.0%
78	C=COCCn1c2ccccc2c2cc(Br)ccc21	5.0%
79	CC(C)c1nnc(NC(=O)c2ccccc2)s1	0.0%
80	O=C1NC(=O)C(=Cc2cccc(OCc3ccc(Br)cc3)c2)C(=O)N1	12.0%
81	Cc1ccc(C)n1-c1ccc(Nc2ccccc2)cc1	0.0%
82	COc1ccc(NC(=O)/C(=C\c2cccnc2)NC(=O)c2ccccc2)cc1	8.0%
83	CN1CCCC1=NC(=S)CN1CCCC1=S	24.0%
84	NC(=O)c1c(NC(=O)c2ccccc2F)sc2c1CCCCCC2	14.0%
85	O=[N+]([O-])c1ccc(C=Nc2ccc(Cl)c(Cl)c2)s1	25.0%
86	Cn1c(SCc2ccccc2)nnc1-c1cccc(NC(=O)/C=C/c2ccccc2)c1	13.0%
87	C/C(=N\NC(=O)c1ccc(N2CCCC2=O)cc1)c1ccccn1	0.0%
88	CCOc1ccc(C=Nc2cc([N+](=O)[O-])ccc2C)cc1	6.0%
89	COc1nc(-c2ccccc2)c2cc(C)ccc2n1	4.0%
90	CCOC(=O)C1=C(O)/C(=C/c2ccc(OCC)cc2)SC1=Nc1ccc([N+](=O)[O-])cc1	5.0%

# The list goes on:
no.	mol	RNase H inhibition
91	Cc1ccccc1CC1S/C(=N\N=C\c2cccc([N+](=O)[O-])c2)NC1=O (stereo not drawn)	1.0%
92	O=C(CSCCSCC(=O)Nc1ccc(Cl)cn1)Nc1ccc(Cl)cn1	12.0%
93	Cc1ccc(-n2c(C)c([N+](=O)[O-])c3ccc(O)cc32)cc1	5.0%
94	COc1ccccc1CN1CCc2cc(OC)c(OC)cc2C1	8.0%
95	COc1ccccc1C1NC(=O)NC(C)=C1C(=O)OCCc1ccccc1 (stereo not drawn)	1.0%
96	COc1ccc(OC)c(/C=C2\SC(=S)N(NC(=O)c3ccccc3)C2=O)c1	11.0%
97	COc1ccc(C2C(C(=O)OCCc3ccccc3)=C(C)NC3=C2C(=O)CCC3)cc1 (stereo not drawn)	15.0%
98	COc1ccc(N(CC(=O)Nc2ccccc2Br)S(=O)(=O)c2ccccc2)cc1Cl	8.0%
99	Cc1cccc(N2C(=O)c3ccc(C(=O)OCC(=O)c4ccc(Br)cc4)cc3C2=O)c1	2.0%
100	Nc1ccc(-c2nc3cc(Cl)cc(Cl)c3o2)cc1	22.0%
101	CCc1nnc(NC(=O)c2cnccn2)s1	9.0%
102	Cc1ccccc1N(CC(=O)NCCc1ccc(Cl)cc1)S(=O)(=O)c1ccccc1	19.0%
103	O=C(Nc1ccc2oc(-c3ccc(F)cc3Cl)nc2c1)c1ccc(Br)o1	0.0%
104	O=S(=O)(N/N=C/c1cccc(OC2CSC2)c1)c1ccccc1	3.0%
105	CCc1ccc(/C=C(/C#N)c2nc3ccc(C)cc3[nH]2)cc1	10.0%
106	COC(=O)c1ccc(NC(=O)/C=C\C(=O)O)cc1	9.0%
107	O=C(Nc1cc(C(F)(F)F)ccc1Cl)c1ccc2c(c1)OCO2	7.0%
108	CCCCC(=O)Nc1nnc(Cc2ccc(Cl)cc2Cl)s1	10.0%
109	CC(=O)Oc1ccc2nc(-c3ccc(C(C)(C)C)cc3)oc(=O)c2c1	15.0%
110	CCOC(=O)C(CNC(=O)c1ccccc1)(Oc1ccc(Cl)cc1)C(=O)OCC	11.0%
111	O=[N+]([O-])c1ccc(/C=N/Nc2nc(N3CCCCC3)nc(N3CCCCC3)n2)o1	11.0%
112	COc1ccc([N+](=O)[O-])cc1NC1CCCC(C)C1 (stereo not drawn)	16.0%
113	Cc1ccc(-n2nc(C)c(-c3cccc([N+](=O)[O-])c3)c2C)cc1Cl	3.0%
114	COC(=O)c1c(NC(=O)CCC(=O)O)sc(C)c1-c1ccc(C)cc1	1.0%
115	CCOC(=O)c1ccc(-n2c(C)cc(C=C3C(=O)c4ccccc4C3=O)c2C)cc1	6.0%
116	Cc1ccc2oc(-c3cccc(N=C/C=C/c4ccc([N+](=O)[O-])cc4)c3C)nc2c1	5.0%
117	O=C(/C=C\Nc1ccc2c(c1)OCO2)c1ccc(F)cc1	7.0%
118	N#Cc1ccc(Oc2ccc(N)cc2)cc1	3.0%
119	COc1ccc(CC(=S)N2CCOCC2)cc1OC	2.0%
120	Cc1ccccc1/C=C1/SC(N)=NC1=O	3.0%

# Sorted by SMILES length (smallest number first): 3 of the compounds above
no.	mol	RNase H inhibition
94	COc1ccccc1CN1CCc2cc(OC)c(OC)cc2C1	8.0%
112	COc1ccc([N+](=O)[O-])cc1NC1CCCC(C)C1 (stereo not drawn)	16.0%
117	O=C(/C=C\Nc1ccc2c(c1)OCO2)c1ccc(F)cc1	7.0%

# (list continues)
no.	mol	RNase H inhibition
121	COc1cc2c(cc1OC)C(c1ccc([N+](=O)[O-])cc1)N(C1CC(=O)N(c3ccccc3)C1=O)CC2 (stereo not drawn)	9.0%
122	O=C(NCCNc1ccc(Cl)cc1[N+](=O)[O-])c1cccnc1	11.0%
123	COc1cc(/C=C2/SC(=S)NC2=O)cc(Cl)c1OCc1cccc(C)c1	7.0%
124	CCC(C)Sc1nc(O)cc(=O)n1C (stereo not drawn)	18.0%
125	Cc1c(NC(=O)c2ccco2)cccc1-c1nc2cc(Cl)ccc2o1	12.0%
126	COc1ccc(-c2nc(-c3ccccc3[N+](=O)[O-])[nH]c2-c2ccc(OC)cc2)cc1	8.0%
127	O=[N+]([O-])c1cc(C(F)(F)F)ccc1Sc1nnnn1-c1ccccc1	15.0%
128	Cc1ccc(C(=O)Nc2ccc(N3CCCCC3)c(Cl)c2)cc1[N+](=O)[O-]	16.0%
129	CCOC(=O)c1c(NC(=O)c2ccc(Cl)cc2)sc(C(=O)Nc2cc(C(F)(F)F)ccc2Cl)c1C	14.0%
130	COc1c(Cl)cc(C(=O)Nc2ccc(Cc3ccncc3)cc2)cc1Cl	15.0%
